Source: PubChem (Sanford-Burnham Center for Chemical Genomics)
TAG inh = triacylglycerol accumulation inhibition; inhibition, % at 12.5 µM; H9c2 cells, Nile Red lipid (TAG) fluorescence; cells loaded with 200 µM oleic acid; 0.66% of 230,000 active;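 active = pattern-corrected inhibition of lipid staining of at least 50% with the nuclear-stain viability signal not falling by more than 50%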;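 also: 0% = DMSO wells and 100% = triacsin C control wells; some results filed as inactive read as strong as hits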
TAG inh DAPI viability = second read-out of TAG inh, no call of its own (marks repeat the call); DAPI nuclei signal change (viability), lower = more cytotoxic, %;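 whole-well DAPI fluorescence read on a plate reader as a viability signal; minus 50 percent equals half of cells still viable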
* hit, by the source's call. Only part of the results is shown (hit frequency here may not be typical).

SMILES	TAG inh	TAG inh DAPI viability
Cc1ccc(/C=C(\C#N)C(=O)NC(C)c2ccccc2)o1 (stereo unspecified)	9	-12
C[C@H]1CN([C@@H](C)CO)C(=O)c2cc(C#CCC3CCCC3)cnc2O[C@@H]1CN(C)C(=O)CC1CC1	10	-2
Cc1ccc(S(=O)(=O)NCCCC(=O)O)cc1	-6	0
CCCN(C(=O)/C=C/c1nc2ccccc2s1)C1CCS(=O)(=O)C1 (stereo unspecified)	6	6
CC1CCCCC1NC(=O)COC(=O)Cc1ccc(Cl)cc1 (stereo unspecified)	12	-7
O=C(COC(=O)c1ccc[nH]c1=O)Nc1ccc(N2CCCCC2)cc1	16	0
COc1ccc(C(=O)N/C=C/n2cnc3cc(C(F)(F)F)ccc32)cc1	1	-4
C(CNC1C2CC3CC(C2)CC1C3)CN1CCOCC1 (stereo unspecified)	13	1
COc1ccc(Br)cc1/C=N/NS(=O)(=O)c1ccccc1	25	-31
CCOc1cc(NC(=S)NCC2CCCO2)c(OCC)cc1NC(=O)c1ccc(F)cc1 (stereo unspecified)	8	2
CCCCn1c(CN(Cc2ccccc2)Cc2ccccc2)nc2c1c(=O)n(C)c(=O)n2C	9	-2
CCCC(=O)c1ccc(N2CCCCCC2)c(F)c1	-7	19
O=C(NCc1cccnc1)c1cc(C2CCCCN2C(=O)OCCF)on1 (stereo unspecified)	9	-14
CS(=O)(=O)c1ccc(Cl)c(NC(=O)COC(=O)CNC(=O)c2ccc(Br)o2)c1	25	-15
CCOC(=O)C1=C(C)Nc2ncnn2C1c1ccccc1F (stereo unspecified)	1	2
CC(C)(C)c1ccc2c(c1)OCC(C(=O)O)O2 (stereo unspecified)	-12	-3
COc1ccc(C(=O)COc2ccc(C(C)=O)cc2OC)cc1OC	-3	-4
O=C(CSc1ncn[nH]1)c1ccc(OC(F)F)cc1	-2	4
O=C(N/N=C/c1ccc(-c2ccc([N+](=O)[O-])cc2)o1)c1cccnc1	6	-3
Cc1nc(-c2ccccc2)sc1C1(C)CC(c2ccc(C#N)cc2)=NO1 (stereo unspecified)	3	-5
Cc1ccc(C)c(N2CCN(C(=O)C3CCC3)CC2)c1	7	2
CCc1cccc(OCC(=O)Nc2cc(S(=O)(=O)N3CCOCC3)ccc2N2CCCC2)c1	-5	-3
O=C(c1cc2c(s1)CCCC2)N1CCN(CCO)CC1	-5	-3
O=C(CSc1nnc(NC(=O)C2CC2)s1)NCc1ccc(F)cc1	-13	5
CC(C)(C)Nc1nc(SCc2ccccc2)nc(N2CCOCC2)n1	23	-7
C/C=C(/C)C(=O)Nc1cccc(C2=NOC3(C2)C[C@H](C(N)=O)N(C(=O)c2ccc(Cl)cc2)C3)c1 (stereo partly specified)	-8	1
COc1ccc(-c2nnc(SC(C)C(=O)NC3CC3)o2)cc1 (stereo unspecified)	-6	-2
O=C(c1ccco1)N1CCN(c2ccc(N3CCCCC3)nn2)CC1	12	-1
COc1ccc(S(=O)(=O)N2CCN(c3ccccc3OC)CC2)cc1OC	6	-11
NS(=O)(=O)c1cccc(NC(=O)CSc2nnc3n2CCCCC3)c1	-1	0
CCC(=O)OC1c2ccccc2C(=O)N1Cc1ccccc1 (stereo unspecified)	-10	5
Cc1ccc(Nc2ncc3c(n2)CC(C)(C)CC3=O)cc1	11	8
NC(=O)c1c(NC(=O)c2ccccc2)sc2c1CCN(Cc1ccccc1)C2	-31	18
CN(C(=O)Nc1cccc([N+](=O)[O-])c1)c1ccccc1	-15	2
CCOC(=O)c1cc(-c2cccc([N+](=O)[O-])c2)on1	28	5
COc1ccc(C(=O)NC(=S)N2CC(C)OC(C)C2)cc1OC (stereo unspecified)	-7	-5
Cc1nn2c(N3CCCC3)c3c(nc2c1-c1ccccc1)CCC3	10	3
N#CCN1CCN(CC(=O)Nc2cccc3ccccc23)CC1	15	-8
COc1ccc(-n2c(SCC(=O)N3CCCCC3)nnc2-c2cccnc2)cc1	19	-5
COc1cc(-c2nc3ccc4ccccc4c3c3c2CCC3)cc(OC)c1OC	-54	-6
CCN(CC)C(=O)[C@H]1C[C@H](CC(=O)NC(C)(C)C)C(=O)N2CCc3c([nH]c4cc(CCC(=O)N(C)C)ccc34)[C@]12C	-11	4
COc1cc(OC)cc(C(C(=O)NC2CCCCC2)N(C(=O)c2ccno2)c2ccccc2)c1 (stereo unspecified)	2	-2
COc1ccc(C2=CC(=O)C[C@H](c3ccc(OC)c(OC)c3)C2)cn1	24	0
COc1ccc(NC(=O)N2CCCc3ccccc32)c(OC)c1	-2	2
CCOC(=O)c1ccc(-n2c(CN3CCN(CCO)CC3)nc3ccc([N+](=O)[O-])cc3c2=O)cc1	3	18
Cc1noc(C)c1S(=O)(=O)N1CCCN(C(=O)/C=C/c2ccccc2F)CC1	22	2
CC(OC(=O)CSc1ccc([N+](=O)[O-])cc1)C(=O)NCc1ccco1 (stereo unspecified)	-1	7
O=C(NC(=S)N1CCN(C/C=C/c2ccccc2)CC1)c1ccc(Cl)nc1	2	-11
O=C(O)/C=C/c1cn(-c2ncc(C(F)(F)F)cc2Cl)c2ccccc12	22	-15
O=C(C[n+]1cc(-c2ccc(F)cc2)n2c1CCC2)OCc1ccccc1	-4	-5
CCOc1cc(/C=C/C(=O)OCC(=O)NCc2ccco2)cc(Cl)c1OC	-10	-1
COc1ccc(S(=O)(=O)Nc2cc3c(cc2C(C)=O)OCO3)cc1	-7	-10
O=C(COc1ccccc1)Nc1cccc2nsnc12	-3	-2
Cn1c(=O)c2c(ncn2CC(=O)N2CCN(c3cccc(Cl)c3)CC2)n(C)c1=O	-16	17
CC1(C)CC2(CCO1)OC(=O)CC2C(=O)Nc1ccc(Br)cc1 (stereo unspecified)	1	-7
CN(C1CCCCC1)S(=O)(=O)c1ccc(SCC(N)=O)nc1	1	9
O=C(/C=C/c1ccc(Br)cc1)NC(=O)c1ccccc1O	-4	-8
Cn1cc(C(=O)Nc2ccc(F)c(F)c2)cn1	-5	1
O=C(COc1ccc([N+](=O)[O-])cc1)Nc1nc(-c2ccccn2)cs1	-7	-8
CN(C)c1cccc(C(=O)OCC(=O)N2CCc3ccccc3C2)c1	-3	-3

Next part.
SMILES	TAG inh	TAG inh DAPI viability
CN(C)c1ccc(NC(=O)CN2CCN(CC(=O)Nc3ccc(F)cc3)CC2)cc1	-2	-1
O=C(CSc1n[nH]c(-c2cccnc2)n1)Nc1ccnc2ccccc12	-16	7
CCOC(=O)CSc1nnc(C2CCCCC2)n1C	11	-10
O=C1C(Cc2ccccc2)Nc2ncnc(N3CCOCC3)c2N1Cc1ccc(Cl)cc1 (stereo unspecified)	21	8
O=C(NC1=NCCS1)c1cc(-c2cccc(Br)c2)nc2ccccc12	6	10
O=C(c1ccc2ccccc2c1)c1c[nH]cc1-c1ccccc1	-76	35
CC(C)C(=O)Nc1cccc(-c2cn3ccsc3n2)c1	-15	10
CCCN1CCN(C(=O)CCCNC(=O)Cn2cnc3sc(C)c(C)c3c2=O)CC1	26	-20
CC(=O)N1CC=C2C(C#N)=C(N)C(C#N)(C#N)C(C)C2C1 (stereo unspecified)	8	1
CC(C)(C)c1ccc(C(=O)NNc2cc(Cl)cc(Cl)c2)cc1	-1	-6
Cc1cccc(NC(=O)CN(C2=NC3CS(=O)(=O)CC3S2)c2ccccc2F)c1 (stereo unspecified)	0	-3
O=C(c1cnn2ccccc12)N1CCc2ccccc21	-4	-1
O=C(CCNC(=O)c1ccc([N+](=O)[O-])cc1)NCCCN1CCCC1=O	-1	0
O=C(O)c1cccc2c1C(=O)N(C1CCCCC1)C2	9	3
COc1ccccc1-c1nnc(SCC(=O)Nc2ccc(Cl)cc2Cl)o1	-27	6
COC(=O)[C@]1(Cc2ccccc2)N[C@H](CN(C)S(=O)(=O)c2ccc(F)cc2)[C@@H]2C(=O)N(C)C(=O)[C@@H]21	-1	-1
CC[C@]1(C(=O)OC)[C@H]2C(=O)N(C)C(=O)[C@H]2[C@H]2CN(C)C(=NCc3ccccc3)N21	-3	1
COc1ccc(CCN(Cc2cc3cccc(C)c3[nH]c2=O)C(=O)N2CCCC2)cc1OC	17	-19
Cc1cc(C)n(/N=C/c2cccc(O)c2)c(=O)c1C(N)=O	9	-16
O=C1/C(=C/c2ccccn2)SC(=S)N1Cc1ccccc1	-22	0

An excerpt from above in order of count of non-hydrogen atoms, rising.
SMILES	TAG inh	TAG inh DAPI viability
O=C(c1cnn2ccccc12)N1CCc2ccccc21	-4	-1
CC(=O)N1CC=C2C(C#N)=C(N)C(C#N)(C#N)C(C)C2C1 (stereo unspecified)	8	1
O=C(c1ccc2ccccc2c1)c1c[nH]cc1-c1ccccc1	-76	35
COc1ccccc1-c1nnc(SCC(=O)Nc2ccc(Cl)cc2Cl)o1	-27	6
Cc1cccc(NC(=O)CN(C2=NC3CS(=O)(=O)CC3S2)c2ccccc2F)c1 (stereo unspecified)	0	-3
CCCN1CCN(C(=O)CCCNC(=O)Cn2cnc3sc(C)c(C)c3c2=O)CC1	26	-20
COc1ccc(CCN(Cc2cc3cccc(C)c3[nH]c2=O)C(=O)N2CCCC2)cc1OC	17	-19

Later entries:
SMILES	TAG inh	TAG inh DAPI viability
C=C(C)CNC(=S)N/N=C(\C)c1ccc(Cl)s1	12	-6
CN(C)c1ccc(C(c2nnnn2C(C)(C)C)N2CCN(C(=O)c3ccco3)CC2)cc1 (stereo unspecified)	27	-12
O=C(N/N=C/c1ccccc1)c1ccco1	12	5
C#CCN(C[C@H]1[C@H](OC(=O)NCc2ccccc2)[C@H](OC(=O)NCc2ccccc2)C[C@H]2C(=O)N(c3ccccc3)C(=O)[C@@H]12)S(=O)(=O)c1ccc(C)cc1	-4	5
COC(=O)NCC(c1ccco1)N1CCN(c2ccc(OC)cc2)CC1 (stereo unspecified)	-7	-1
O=C(O)C1C2C=CC(CC2)C1C(=O)O (stereo unspecified)	1	5
COc1ccc(NC(=O)c2c(C)nn(-c3ccccc3)c2Cl)cc1	-16	6
CCOC(=O)N1CCC(Nc2c(NCCCN(CC)CC)c(=O)c2=O)CC1	-11	-7
COc1ccc(C(=O)N(C)C2(C)CCS(=O)(=O)C2)cc1OC (stereo unspecified)	6	-5
CCC(=O)Nc1c(-c2cccs2)c(=O)c2ccccc2n1C	12	3
COc1ccc2cc(C(=O)C3CCCN(C(=O)c4cc(=O)n(C)c(=O)n4C)C3)ccc2c1 (stereo unspecified)	3	113
COc1ccc2[nH]c3c(c2c1)CCN1C(=O)C(CC(=O)NCCCn2ccnc2)C[C@H](C(=O)N2CCCCC2)[C@@]31C (stereo partly specified)	8	-4
CN(C)S(=O)(=O)c1cccc(NC(=O)/C=C/c2ccc(S(=O)(=O)N3CCOCC3)cc2)c1	-14	0
CCc1ccc(OCCCC(=O)Nc2ccc(N3CCCCC3)cc2)cc1	24	-8
CN(C(=O)/C=C/c1ccco1)c1ccccc1C(=O)O	11	-7
CCc1nc2c(OCC(=O)c3ccc(F)cc3)cccn2c1N(C)C(=O)c1ccccc1F	10	-8
O=C(COC(=O)c1ccco1)Nc1ccccc1	-2	2
COc1ccccc1Nc1nc2c(s1)CCC2	2	-3
O=C(Nc1ccc2c(c1)CCC2)c1cc2ccccc2o1	30	7
CCc1cc2c3c(c(=O)oc2cc1O)CCCC3	-10	21
Cc1nn(C)c(C)c1CS(=O)(=O)c1ccccc1	-2	2
CC(C)N(C(=S)Nc1cccnc1)c1ccccc1	4	-2
CC(=O)c1cccc(NC(=O)NC2CC3CCCC(C2)N3CC(C)C)c1 (stereo unspecified)	10	12
O=C(C1=C(O)C(=O)N(Cc2ccco2)C1c1cccc(Cl)c1)c1ccco1 (stereo unspecified)	5	-2
Cc1ccc(/C=N/NC(=O)C2=NNC(c3ccccc3)(c3ccccc3)C2)c(O)c1	9	-9
Cn1c(CSCc2ccc(Cl)cc2Cl)n[nH]c1=S	-4	14
CSc1nc(-c2ccccc2)nn1C(=O)c1ccc(Cl)cc1	3	7
CC(C)OCc1ccc(C(=O)N2CCN(CC(=O)N3CCCC3)CC2)cc1	-5	-3
CSc1ccc(N2C(=O)NC3(CCCCC3)C2=O)cc1	2	-8
CCCCOc1ccc(C(=O)N2CCCCCC2)cc1	-2	12
CCCOc1ccc(NC(=O)CC2C(=O)N(c3ccc(OCC)cc3)C(=S)N2C2CC2)cc1 (stereo unspecified)	44	-1
COc1ccccc1NC(=O)C1=C(C)NC(=O)NC1c1ccco1 (stereo unspecified)	3	-4
CC(=O)c1c(C)[nH]c(C(=O)Nc2ccc(S(=O)(=O)N(C)C)cc2)c1C	4	0
O=C(CC1COc2ccccc2O1)NCCc1ccccc1 (stereo unspecified)	4	2
O=C1NC(=S)NC(=O)C1=Cc1ccccc1C(=O)O	3	8
O=C(CN1C(=O)C2C3CC(C(Br)C3Br)C2C1=O)Nc1ccc(C(=O)O)cc1 (stereo unspecified)	5	0
C/C(=N/OC(=O)c1ccc(C)cc1)C(=O)c1ccc(Br)cc1	-6	-4
COc1ccc(NC(=O)/C(N=Nc2ccc(Cl)c(S(=O)(=O)Nc3ccc(Cl)cc3)c2)=C(\C)O)cc1	26	-4
CCCc1nnc(NS(=O)(=O)c2ccc(C)cc2)o1	10	-3

Quoted at random: 3 records from the list
SMILES	TAG inh	TAG inh DAPI viability
O=C1NC(=S)NC(=O)C1=Cc1ccccc1C(=O)O	3	8
Cc1ccc(/C=N/NC(=O)C2=NNC(c3ccccc3)(c3ccccc3)C2)c(O)c1	9	-9
CC(C)OCc1ccc(C(=O)N2CCN(CC(=O)N3CCCC3)CC2)cc1	-5	-3

Rewritten with values under each structure: entries from further up.
Second line of a record: TAG inh | TAG inh DAPI viability
- CC(C)N(C(=S)Nc1cccnc1)c1ccccc1
    4 | -2
- CC(=O)c1cccc(NC(=O)NC2CC3CCCC(C2)N3CC(C)C)c1 (stereo unspecified)
    10 | 12
- O=C(C1=C(O)C(=O)N(Cc2ccco2)C1c1cccc(Cl)c1)c1ccco1 (stereo unspecified)
    5 | -2
- Cc1ccc(/C=N/NC(=O)C2=NNC(c3ccccc3)(c3ccccc3)C2)c(O)c1
    9 | -9
- Cn1c(CSCc2ccc(Cl)cc2Cl)n[nH]c1=S
    -4 | 14
